AID2073: inhibitors of Mint1-CaV2.2 protein interaction, biochemical, HTRF (AID 2073); Voltage-dependent N-type calcium channel subunit alpha-1B (Homo sapiens); HTRF protein-protein interaction, Mint1-CaV2.2; higher % means a stronger effect; inhibition, % at 20 µM; hits with a dose series show IC50 in µM; 290,000 compounds, 0.19% hits; in the data active means inhibition mostly above about 51%, no sharp cut-off; inconclusive means no clear call, values can overlap the other calls; inactive means mostly below about 53%; further: some results filed as inactive read as strong as hits
Ins promoter up: insulin promoter activators in MIN6 cells, imaging, high-content screening, mouse beta cells | MIN6 insulin promoter-GFP reporter; stronger effect = higher value | z-score at 5 µM | 190,000 compounds, 0.3% hits;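 active means z-score above 3 at 5 µM with at least 500 cells counted in the well; inconclusive means wells under 500 cells, flagged as cytotoxic or low count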
MT stabilize HCS: microtubule stabilizers in HeLa cells, primary screen, imaging, high-content imaging | HeLa tubulin immunostaining HCS, 24 h; share of cells brighter than vehicle mean+2SD | % tubulin-high responders, % at 10 µM | 200,000 compounds, 0.83% hits | AID 2205, 2009;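 active means plate Z-score above 3 for both tubulin-high and condensed-nucleus cell shares, with cell loss under 80%, at 10 µM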;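 further: anti alpha tubulin signal scored within the nucleus-defined area of each cell; some results filed as inactive read as strong as hits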
Autophagy HCS: autophagy modulators in MEF cells, primary screen, imaging, high-content, MEF GFP-LC3 | AID 463193, 2010 | calls only at 10 µM (by protocol) | MEF GFP-LC3 puncta imaging; test concentration mostly 10 µM | 190,000 compounds, 0.98% hits;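 active means percentage of spot-positive cells more than 3 SD above its plate mean, without a fluorescence outlier flag or 80% toxicity; inconclusive means no clear call, values can overlap the other calls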;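 further: spot-positive cell cutoff set from DMSO-treated cells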
HIV peptide binding: inhibitors of HIV fusion peptide binding, primary screen, biochemical, uHTS, fluorescence dequenching (AID 1986) | cell-free peptide binding, fluorescence dequenching, 30 min; higher % means a stronger effect | one-dose inhibition, % at 20 µM; IC50 in µM for titrated hits | 290,000 compounds, 0.3% hits; in the data active means inhibition mostly above about 52%, no sharp cut-off; inactive means mostly below about 76%; further: some results filed as inactive read as strong as hits
WT yeast gro inh: growth inhibition of WT strain, primary screen, mitochondrial fusion inhibitor project, WT and mutant strains, chemical genetic; mitochondrial fusion phenotypic screen; inhibition, % at 10 µM; 190,000 compounds, 2.1% hits; AID 1362, 2008; in the data active means inhibition above about 58%; tested in S. cerevisiae
Yfh1-off respiration: enhancers of respiration in Yfh1-depleted yeast, dose response, Friedreich's ataxia, plus single-dose screen (AID 1465); S. cerevisiae Yfh1-off respiration, WST-1 reduction, 72 h; higher fold induction means a stronger effect; fold induction at 50 µM; hits with a dose series show EC50 in µM; 220,000 compounds, 0.074% hits;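 active means fold induction of absorbance versus untreated yeast above a set limit, then at least 30% activation at any dose in follow-up; inconclusive means repeats straddling the limit, or above it without dose testing; inactive means fold induction below the set limit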;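 further: activators that raise dye reduction in frataxin-depleted yeast; strong numbers were not always called active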
bCat nuc transl: modulators of beta-catenin nuclear translocation, primary screen, imaging, HeLa cells, immunofluorescence, high-content; nuclear translocation activity, % at 5 µM; 190,000 compounds, 0.3% hits; AID 1665, 2009;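 active means nuclear translocation activity above 50% at 5 µM, with a well cell count of 50 or more; inconclusive means wells under 50 cells across six images, flagged as toxic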;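 further: per-cell ratio of nuclear to cytoplasmic median beta-catenin stain intensity; plate controls were DMSO negative control for no effect and GSK-3 inhibitor IX positive control for full effect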
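Assay system: human HeLa cells, native beta-catenin; doses: 5 µM primary, 0.02–20 µM confirmation; incubation: compound treatment 24 h, 37°C, 5% CO2; technique: fluorescence imaging of beta-catenin antibody stain plus DAPI; measure: % activation, nuclear-to-cytoplasmic median beta-catenin signal ratio per cell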
Dynein cargo inh: inhibitors of GR-EGFP nuclear translocation, primary screen, dynein cargo transport inhibitor project, imaging, high-content, 3617.4 mouse cells; test concentration mostly 20 µM; stimulated with dexamethasone, 1 µM; stronger effect = lower value; z-score, hits read low; 220,000 compounds, 0.47% hits; AID 1381, 2008;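 active means plate z-score of nuclear minus cytoplasmic receptor signal below a set negative limit, without overly bright fluorescence or cell loss, cut at about -3.5 in these data, passing the limit was not always enough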;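 further: z-score of nuclear minus cytoplasmic ring GR-EGFP intensity difference per well; some compounds called inactive have numbers as strong as hits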
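Buffer or medium: tet-free, stripped-serum medium; reagent: dexamethasone at 1.0 µM final, 30 min; incubation: 48 h induction, 1 h compound, 30 min dex at 37 °C; measured by: formaldehyde fixation, Hoechst nuclear stain, 10x automated fluorescence imaging; read-out: nuclear-to-cytoplasmic GR-EGFP distribution per well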
WT yeast gro inh mutant strain: further read-out of WT yeast gro inh, marked with its call; inhibition, %; mitochondrial fusion phenotypic screen, mutant strain inhibition
Dynein cargo inh cytoplasmic EGFP: recorded beside Dynein cargo inh, whose call it bears; z-score; measured here: cytoplasmic GR-EGFP intensity; stronger effect = higher value
Dynein cargo inh nuclear GR-EGFP: second read-out of Dynein cargo inh, no call of its own (marks repeat the call); z-score; measured here: nuclear GR-EGFP intensity;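 lower value marks the stronger effect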
Dynein cargo inh cell count: recorded beside Dynein cargo inh, whose call it bears; z-score; measured here: cell count per field
Ins promoter up cell count: recorded beside Ins promoter up, whose call it bears; cell count; measured here: cytotoxicity, nuclei count;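 total cells summed across four imaged fields per well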
bCat nuc transl cell count 5 µM: second read-out of bCat nuc transl, no call of its own (marks repeat the call); cell count; measured here: cell count, cytotoxicity flag
MT stabilize HCS Hoechst-high %: second read-out of MT stabilize HCS, no call of its own (marks repeat the call); % Hoechst-high responders; measured here: nuclear condensation Hoechst responders;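 share of cells brighter than vehicle mean plus two SD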
MT stabilize HCS cytotoxicity %: second read-out of MT stabilize HCS, no call of its own (marks repeat the call); toxicity, %; measured here: cytotoxicity by cell density;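 0% = mean cell density of plate MIN control wells and 100% = no cells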
Autophagy HCS cell loss 18 h: also measured in Autophagy HCS; calls as there; toxicity, %; measured here: cell loss, nuclei count;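 cell loss after 18 h compound exposure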
* = called active by the depositor; i = inactive; ? = inconclusive; / = no result given. Hits appear at their usual frequency; any-hit rate near 4.2%.

| structure | HIV peptide binding | bCat nuc transl cell count 5 µM | Yfh1-off respiration | Dynein cargo inh nuclear GR-EGFP | Dynein cargo inh cell count | AID2073 | Dynein cargo inh | MT stabilize HCS | bCat nuc transl | MT stabilize HCS Hoechst-high % | Autophagy HCS | Ins promoter up | Dynein cargo inh cytoplasmic EGFP | WT yeast gro inh | Autophagy HCS cell loss 18 h | MT stabilize HCS cytotoxicity % | Ins promoter up cell count | WT yeast gro inh mutant strain |
| --- | --- | --- | --- | --- | --- | --- | --- | --- | --- | --- | --- | --- | --- | --- | --- | --- | --- | --- |
| CCn1c(N2CCN(CC(=O)Nc3cccc(C)c3C)CC2)nc2ccccc21 | -2.2% | 991 | i | 0.0755 | -0.202 | -3.8% | 0.923 | 2.1 | -4.4 | 1.8 | i | 0.03 | -0.195 | 2.6 | 1.8 | 9.5 | 853 | -30.5 |
| COc1ccc2cc(/C=N/NC(=O)CSCc3ccc([N+](=O)[O-])cc3)c(Cl)nc2c1 | 6.3% | 1317 | i | -0.289 | 1.3 | 0.9% | -0.51 | 1.8 | 0.0 | 1.1 | i | 0.03 | -0.119 | 9.9 | 0.2 | 9.2 | 1553 | 17.2 |
| CCN1C(=O)c2cccc3c(S(=O)(=O)NCc4cccnc4)ccc1c23 | 1.1% | 1204 | i | 0.246 | 0.0921 | ? | 0.829 | 0.8 | 0.0 | 1.3 | i | -0.14 | -0.259 | -1.1 | -7.9 | 21.8 | 929 | -14.4 |
| COCC(C)n1c(SCC(=O)N(C)C2CCS(=O)(=O)C2)nc2ccccc2c1=O (stereo not drawn) | 1.4% | 1166 | i | 0.0972 | -1.44 | 2.0% | 1.16 | 1.9 | -0.4 | 2.4 | i | 0.01 | -0.342 | -13.9 | -4.3 | 7.3 | 1310 | 8.3 |
| Cc1cnc(C(=O)OCC(=O)NCc2ccc3c(c2)OCO3)cn1 | -3.1% | 1087 | i | -0.324 | 0.659 | 12.9% | -0.0227 | 1.8 | -1.0 | 2.0 | i | 0.92 | -0.29 | -0.8 | 27.3 | 5.4 | 1179 | -11.2 |
| COc1cccc(C(=O)n2cnnc2N)c1OC | -1.8% | 1115 | i | -0.45 | 0.574 | 0.5% | -0.998 | 1.3 | -0.2 | 1.5 | i | -0.05 | -0.253 | 8.4 | 3.3 | 2.9 | 1885 | 15.7 |
| CC(C)C(=O)N/N=C/c1ccc(OCc2ccccc2)cc1 | -1.4% | / | / | -0.42 | 0.183 | 12.1% | -0.228 | 1.4 | / | 2.9 | i | / | -0.209 | 1.6 | -10.0 | 10.6 | / | 20.1 |
| CC(=O)c1c(NC(=O)c2ccccc2)[nH]c(-c2ccccc2)nc1=S | 2.6% | 596 | i | 0.134 | 0.437 | 13.9% | 0.209 | 3.4 | -2.9 | 1.1 | i | / | -0.33 | 22.7 | -14.8 | 4.0 | / | 14.8 |
| CC(=O)N=C1SC2CS(=O)(=O)CC2N1c1cccc(Cl)c1Cl (stereo not drawn) | 2.4% | 948 | i | -0.315 | 0.972 | -2.6% | 0.31 | 2.3 | -2.6 | 1.9 | i | / | -0.458 | 3.3 | 14.9 | 10.9 | / | -0.7 |
| O=C(CCCN1C(=O)c2ccccc2C1=O)Nc1cccc(S(=O)(=O)NC2=NCCC2)c1 | -1.0% | 1146 | i | 0.141 | 1.46 | 21.3% | -0.252 | 4.5 | -5.4 | 2.4 | i | 0.44 | -0.355 | -6.2 | 14.5 | 6.2 | 1361 | 15.4 |
| COCCNC(=S)Nc1ccc(S(=O)(=O)Nc2cnc3ccccc3n2)cc1 | 3.3% | 1164 | i | 1.11 | -1.24 | 0.8% | 1.46 | 2.6 | -0.6 | 2.3 | i | -0.12 | -0.202 | 10.5 | -4.2 | 3.4 | 1271 | 7.1 |
| CC(=O)N1c2c(cc(Br)cc2S(=O)(=O)NCc2cccnc2)CC1C (stereo not drawn) | 1.4% | 1190 | i | 0.921 | -0.479 | -6.3% | 1.22 | 2.1 | -2.6 | 2.3 | i | 0.25 | -0.115 | 16.6 | 19.1 | 5.4 | 996 | 16.9 |
| CSc1nc2ccsc2c(=O)n1-c1cccnc1 | 0.0% | 1078 | i | 0.776 | 0.763 | -6.7% | 1.1 | 3.1 | -2.3 | 2.4 | i | -0.42 | -0.337 | -0.5 | 18.0 | 7.7 | 1249 | 8.3 |
| CN1CCC(=NNC(=O)C(=O)Nc2ccc(F)cc2)CC1 | -2.9% | 1057 | i | 0.562 | 0.0105 | -3.5% | 0.585 | 1.9 | -1.8 | 2.1 | i | 0.34 | -0.345 | -8.4 | 7.2 | 7.7 | 1253 | 8.1 |
| NNC(=O)CN1C(c2ccccc2Br)=Nc2ccc(Br)cc2C1c1ccccc1 (stereo not drawn) | -0.5% | 1021 | i | -0.149 | 0.764 | 1.2% | -0.353 | 4.0 | 1.8 | 1.6 | i | -0.3 | -0.256 | 5.2 | 0.0 | 1.5 | 1368 | -7.3 |
| CC(c1ccco1)N(C(=O)Nc1ccc(Cl)cc1)c1ccccn1 (stereo not drawn) | -0.9% | 1142 | i | -0.414 | 0.396 | -2.5% | -0.704 | 1.6 | 1.7 | 0.7 | i | 0 | -0.175 | 7.9 | 2.6 | 3.7 | 1267 | -3.1 |
| C/C(=N\NC1=NCCN1)c1ccc(N)c([N+](=O)[O-])c1 | -0.6% | 1323 | i | 1.77 | -1.94 | 13.9% | 2.01 | / | 1.6 | / | / | 0.57 | -0.191 | / | / | / | 1086 | / |
| CC(C)C(=O)N1CCN(c2ccc(NC(=O)c3ccc4c(c3)OCCO4)cc2)CC1 | -0.9% | 1006 | i | -0.2 | 0.242 | 22.1% | -0.291 | 1.5 | 0.1 | 2.2 | i | -1.14 | -0.251 | -8.1 | 21.2 | 6.0 | 1426 | 2.4 |
| COc1ccccc1OCCC(=O)OCC(=O)c1c(N)n(C)c(=O)n(C)c1=O | -2.5% | 1008 | i | -0.241 | 0.159 | 21.6% | -0.21 | 4.1 | 2.2 | 1.8 | i | -0.78 | -0.351 | -0.5 | 31.7 | 7.3 | 1219 | 12.1 |
| COc1ccc(Cc2nc(-c3ccc(Br)o3)no2)cc1OC | 0.6% | 1135 | i | -0.686 | 0.28 | 2.4% | -1.16 | 5.2 | -1.5 | 1.6 | i | 0.52 | -0.174 | 10.2 | 6.1 | 3.1 | 931 | -1.0 |
| Cc1ccc(-c2nc3ccccc3c(=O)n2NC(=O)c2cccs2)cc1 | 1.1% | 491 | i | -0.0407 | 1.03 | 28.6% | -0.0309 | 2.3 | 0.4 | 2.0 | i | 0.38 | -0.257 | 6.8 | 12.9 | 4.5 | 1252 | 0.9 |
| CCC(=O)Nc1ccc(-c2nnc(SCc3ccc(C(=O)Nc4nccs4)cc3)n2CC)cc1 | -0.6% | 1354 | i | 1.27 | -0.174 | 6.9% | 0.754 | 2.4 | 1.3 | 2.4 | i | -0.07 | -0.213 | 60.3* | -33.0 | 4.9 | 1456 | 8.9* |
| CCOC(=O)CSc1nc(=O)n2ccccc2n1 | -1.2% | 1161 | i | 0.4 | -0.573 | 5.3% | 0.626 | 3.0 | 0.6 | 3.8 | i | 0.02 | -0.335 | 1.4 | 44.5 | 1.8 | 1380 | 2.9 |
| CC(C)CC1=NN(C(=O)c2ccco2)C(O)(C(F)(F)F)C1 (stereo not drawn) | -1.6% | 993 | i | -0.174 | 0.452 | -3.1% | -0.618 | 3.4 | 1.5 | 1.7 | i | -0.97 | -0.261 | 7.0 | 17.3 | 4.7 | 1501 | 11.2 |
| COc1ccc(N=CC2=C(O)c3ccccc3C2=O)cc1 | -3.6% | 1176 | i | -0.0862 | 0.317 | 1.2% | -0.387 | 1.4 | -0.1 | 1.9 | i | 0.51 | 0.0134 | 19.5 | -3.0 | 5.0 | 888 | 10.6 |
| CCOc1ccc(NC(=O)CSc2nc3ccccc3c(=O)n2Cc2cccs2)cc1 | 0.4% | 1117 | i | 0.675 | -0.739 | -4.2% | 1.01 | 2.0 | -0.6 | 2.8 | i | -0.02 | -0.263 | 7.1 | -0.6 | 2.3 | 1315 | 6.0 |
| CCCNC(=O)/C=C/c1ccc(S(=O)(=O)Nc2ccccc2OC)cc1 | 0.6% | 1067 | i | -0.772 | 2.54 | 0.6% | -0.801 | 3.4 | -1.5 | 1.3 | i | 0.22 | -0.151 | 6.8 | -14.3 | 2.3 | 1076 | -1.2 |
| Cc1cc(C)c2[nH]c(=O)c(CN(CC3CCCO3)C(=S)Nc3ccccc3)cc2c1 (stereo not drawn) | 4.0% | 736 | i | 0.0101 | 0.764 | -6.3% | 0.0051 | 4.0 | -1.8 | 3.1 | i | 0.43 | -0.187 | 7.5 | -0.4 | 3.9 | 1377 | 7.9 |
| O=C(CSc1nnc(SCc2ccccc2Cl)s1)N/N=C/c1c[nH]c2ccccc12 | 6.8% | 1152 | i | 0.979 | -1.1 | 21.7% | 0.698 | 6.0 | -2.0 | 3.2 | i | 0.09 | -0.202 | 7.9 | -1.9 | 7.0 | 1421 | 10.7 |

Source: PubChem (several laboratories)
